Bioassay records (PubChem)
RGS8-Gao reg = modulates binding of RGS8 to human Galphao; P09471; multiplexed bead flow cytometry; actives lie on both sides; response (percent of control binding), % at 10 µM; 220,000 tested, 0.34% active; in the data active means response below about 60% or above about 140%; inactive means in between;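 further: Galphao activated as the GDP aluminium fluoride complex binding bead-coupled RGS8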
Target sequence (P09471 whole entry, looked up): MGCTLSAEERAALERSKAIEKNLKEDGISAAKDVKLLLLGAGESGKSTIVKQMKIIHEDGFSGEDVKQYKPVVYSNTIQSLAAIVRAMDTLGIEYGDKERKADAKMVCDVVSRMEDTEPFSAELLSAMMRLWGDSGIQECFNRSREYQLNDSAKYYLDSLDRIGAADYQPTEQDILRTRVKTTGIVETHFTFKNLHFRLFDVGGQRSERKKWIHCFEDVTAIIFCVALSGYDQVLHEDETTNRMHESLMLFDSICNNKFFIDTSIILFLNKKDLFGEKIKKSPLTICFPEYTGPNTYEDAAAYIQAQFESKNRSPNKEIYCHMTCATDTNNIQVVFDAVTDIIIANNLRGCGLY
RGS4-Gao reg = human RGS4-Galphao interaction regulation; P09471; Multiplexed bead flow cytometry, RGS4-Galphao binding; actives lie on both sides; binding response (% of control), % at 10 µM; 220,000 tested, 0.33% active; in the data active means binding response below about 49% or above about 150%; inactive means in between;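 further: fluorescent Galphao activated with aluminum fluoride binding bead-coupled RGS4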
RGS7-Gao = human RGS7-Galphao interaction regulation; Multiplexed bead flow cytometry, RGS7-Galphao binding; actives lie on both sides; P09471; AID 1439; binding response (% of control), % at 10 µM; 220,000 tested, 0.35% active; in the data active means binding response below about 49% or above about 150%; inconclusive means no clear call, values can overlap the other calls; inactive means in between;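 further: fluorescent Galphao held in activated GDP-AlF4 state binding bead-coupled RGS7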
* hit, by the source's call; ? = inconclusive; nt = not tested or not shown. Some of the compounds tested, so the mix of outcomes need not match the whole.

SMILES	RGS8-Gao reg	RGS4-Gao reg	RGS7-Gao
CC1(C)Cc2nc3scc(NC(=O)c4ccccc4)c3cc2CO1	100	95	?
CC(C)(C)c1cc(C(=O)NNC(=O)c2ccc(C(F)(F)F)cc2)no1	99	97	?
Cn1ccnc1C(O)(c1ccccc1)c1nccn1C	94	91	?
CCN(CC)CCC(c1cc(OC)c(OC)c(OC)c1)c1c(OC)cc(OC)c2c(C)cc(=O)oc12 (stereo unspecified)	99	100	?
COc1ccccc1NNC(=O)c1cccnc1Oc1ccccc1	104	98	?
CN(C)c1ccc(P(=O)(OCc2ccccc2)C(O)c2ccc(Cl)cc2)cc1 (stereo unspecified)	100	98	?
Nc1ccc2nc(SCC(=O)N3CCN(c4ccccc4)CC3)sc2c1	98	96	?
NCCCC[C@H]1CNC(=O)C(=O)N1CCC12CC3CC(CC(C3)C1)C2	105	100	?
COc1cccc(NC(=O)C(Cc2ccccc2)n2cccc2)c1 (stereo unspecified)	98	99	?
Cc1cc(/C=C2\NC(=O)NC2=O)c(C)n1-c1ccc(N2CCOCC2)cc1	98	91	?
CCC1=C(OC(=O)N(CC)CC)N2C(=O)OC(=NCC3CC3)[C@]2(Cc2ccccc2)[C@H]2C1=CC[C@H]1C(=O)N(C)C(=O)[C@H]12	90	85	?
CC(C)(CN1CCN(c2ccccc2)CC1)NS(=O)(=O)c1ccccc1	104	104	?
O=C(O)C(Oc1ccc2c(-c3ccccc3)cc(=O)oc2c1)c1ccccc1 (stereo unspecified)	104	107	?
COC(=O)c1c(C)[nH]c(C=O)c1-c1ccccc1	102	96	?
CC[N+]1(CC)CC2=Cc3c(ccc4ccccc34)C(C)C2C1 (stereo unspecified)	101	95	?
CN(C)c1ccc(/C=C2/C=C(c3ccc4c(c3)CCCC4)OC2=O)cc1	101	106	?
COc1cc(C)cc(C(=O)O)c1C1=C(O)c2cccc(O)c2C(=O)C1=O	102	108	?
C/C(=N\NC(=S)NC(C)C)c1ccc(Cl)c([N+](=O)[O-])c1	104	106	?
COC(=O)c1sc(N2CCCCC2)c(C#N)c1N	100	102	?
Cc1ccc(-c2csc3nc4ccc(C(=O)NCCO)cc4c(=O)n23)cc1	104	107	?
Nc1ccc(-c2nc3cc([N+](=O)[O-])ccc3o2)cc1	101	97	?
CCCCC1=NN(C(=O)c2ccncc2)C(O)(C(F)(F)F)C1 (stereo unspecified)	101	102	?
CCn1nc(C)cc1C(=O)n1nc(C)c(Sc2ncccn2)c1C	97	99	?
CC(C)(C)S(=O)(=O)Cc1nc(-c2ccc(Cl)c(Cl)c2)cs1	103	90	?
CCc1nc(SCC(=O)NCCc2ccccc2)c2c(=O)n(C)c(=O)n(C)c2n1	98	95	?
CC1=NN(C(=O)c2ccccc2)C(O)(c2ccc(Br)cc2)C1 (stereo unspecified)	101	102	?
CCc1nc(N2CCCCC2C(=O)O)c2oc3ccccc3c2n1 (stereo unspecified)	105	109	?
CC(C)OC1(c2ccccc2)OC(=O)c2ccccc21 (stereo unspecified)	99	98	?
COc1ccccc1-n1cc(CN2CCN(CC=C(C)C)C(CCO)C2)cn1 (stereo unspecified)	98	93	?
N#Cc1cnc(Nc2ccc(F)cc2)nc1N	101	103	?
O=C(CCn1c(=S)oc2ccccc21)NC1CCCCCCC1	99	100	?
CC(C)(C)OC(=O)N/N=C/c1cccn1-c1ccc([N+](=O)[O-])cc1	104	99	?
C=C1[C@@H](OC(C)=O)CC[C@]2(C)[C@@H]1C[C@@H]1C[C@H](OC(C)=O)C(C)=C([C@@H](OC(C)=O)[C@@H]2OC(C)=O)C1(C)C	100	100	?
Cc1ccc2cc(CCl)c(Cl)nc2c1	101	97	?
O=C(O)COc1ccccc1/C=N/NC(=O)CSc1nc2ccccc2c(=O)n1-c1ccccc1	98	99	?
COc1cc(/C=C2\COC/C(=C\c3ccc(O)c(OC)c3)C2=O)ccc1O	98	102	?
CCn1c2ccccc2c2cc(NC(=O)c3ccc(=O)oc3)ccc21	101	101	?
CCCCc1ccc(S(=O)(=O)NC2CCS(=O)(=O)C2)cc1 (stereo unspecified)	107	108	?
Cc1cccc(OCC(=O)N(Cc2ccc(N(C)C)cc2)C2CCS(=O)(=O)C2)c1 (stereo unspecified)	99	106	?
CCOC(=O)C(=O)Nc1cc(C)nn1-c1nc2ccccc2[nH]1	101	104	?

A few values from the results shown.
RGS4-Gao reg result of `Nc1ccc(-c2nc3cc([N+](=O)[O-])ccc3o2)cc1` stands at 97
RGS4-Gao reg result of `COc1cc(C)cc(C(=O)O)c1C1=C(O)c2cccc(O)c2C(=O)C1=O` stands at 108
RGS4-Gao reg result of `O=C(O)C(Oc1ccc2c(-c3ccccc3)cc(=O)oc2c1)c1ccccc1` (stereo unspecified) stands at 107

Complete entries, quoted from the list. Screens in order: RGS8-Gao reg | RGS4-Gao reg | RGS7-Gao
CCc1nc(SCC(=O)NCCc2ccccc2)c2c(=O)n(C)c(=O)n(C)c2n1 is entered as 98 | 95 | ?
CC1=NN(C(=O)c2ccccc2)C(O)(c2ccc(Br)cc2)C1 (stereo unspecified) is entered as 101 | 102 | ?
CC(C)(C)OC(=O)N/N=C/c1cccn1-c1ccc([N+](=O)[O-])cc1 is entered as 104 | 99 | ?
CCCCc1ccc(S(=O)(=O)NC2CCS(=O)(=O)C2)cc1 (stereo unspecified) is entered as 107 | 108 | ?
COc1ccccc1-n1cc(CN2CCN(CC=C(C)C)C(CCO)C2)cn1 (stereo unspecified) is entered as 98 | 93 | ?

Further results.
SMILES	RGS8-Gao reg	RGS4-Gao reg	RGS7-Gao
CCNC(=O)CC1C(=O)N(CC)C(=S)N1NC(=O)c1ccccc1 (stereo unspecified)	92	85	?
CCOC(=O)c1ccc(NC(=O)c2nc[nH]c2C(=O)N[C@@H](C)C(=O)OC(C)(C)C)cc1	99	99	?
CCCc1c(NC(=O)Nc2ccc(Cl)cc2Cl)cnn1-c1ccccc1	97	92	?
Cc1[nH][nH]c(=O)c1[C@@H](c1ccccc1[N+](=O)[O-])C(C#N)C#N	100	101	?
NCCCCCC(=O)Nc1ccncc1	103	98	?
O=C(O)c1cccc(N2C(=O)c3ccc4c5c(ccc(c35)C2=O)C(=O)N(c2cccc(C(=O)O)c2)C4=O)c1	98	101	?
COc1ccc(CNC(=O)Cn2ncn3c(cc4ccccc43)c2=O)cc1	95	93	?
CN1CCC(=C2c3ccccc3C(O)c3ccccc32)CC1 (stereo unspecified)	100	98	?
Cc1[nH]c2ccccc2c1/C=C/c1nc2ccccc2c(=O)[nH]1	101	101	?
CC(C)(C)c1ccc(OCCOc2ccc(C(C)(C)C)cc2NC=O)c(NC=O)c1	112	117	?
Cc1cc(C)c2c3c(oc2n1)C(=O)N(c1cccc(Cl)c1)CC(=O)N3	99	97	?
NC(=O)CC(NC(=O)c1ccc(Br)cc1)c1ccc(N2CCN(c3ccc(F)cc3)CC2)c([N+](=O)[O-])c1 (stereo unspecified)	100	105	?
COC(C[C@H]1O[C@H]1[C@H](O)COCc1ccccc1)OC	102	100	?
COc1ccc(NC(=O)CSc2nc(N)c3cc4c(nc3n2)CC(C)(C)OC4)cc1	100	100	?
CC(=O)c1cc(CN2CCN(CCC(C)C)C(CCO)C2)cs1 (stereo unspecified)	98	102	?
C#CCOCCOCCOCCNc1nc(N2CCN(C(=O)[C@H](CCC(=O)O)n3cc(C(N)Cc4ccc(O)cc4)nn3)CC2)nc(N2CCN(C(=O)[C@H](CCCCN)n3cc(C(N)[C@H](C)CC)nn3)CC2)n1 (stereo partly specified)	97	97	?
COCCN(CCOC)C(=O)COC(=O)c1cc([N+](=O)[O-])ccc1Cl	98	98	?
Cc1onc(-c2c(Cl)cccc2Cl)c1C(=O)c1ccccc1	106	106	?
Cc1nn(-c2ccccc2)nc1C(=O)c1c(C)[nH]n(-c2ccccc2)c1=O	99	102	?
CCc1ccn2cc(-c3cc(-c4ccccc4)no3)nc2c1	102	101	?

The last seven entries of the section above open the next one.
SMILES	RGS8-Gao reg	RGS4-Gao reg	RGS7-Gao
COc1ccc(NC(=O)CSc2nc(N)c3cc4c(nc3n2)CC(C)(C)OC4)cc1	100	100	?
CC(=O)c1cc(CN2CCN(CCC(C)C)C(CCO)C2)cs1 (stereo unspecified)	98	102	?
C#CCOCCOCCOCCNc1nc(N2CCN(C(=O)[C@H](CCC(=O)O)n3cc(C(N)Cc4ccc(O)cc4)nn3)CC2)nc(N2CCN(C(=O)[C@H](CCCCN)n3cc(C(N)[C@H](C)CC)nn3)CC2)n1 (stereo partly specified)	97	97	?
COCCN(CCOC)C(=O)COC(=O)c1cc([N+](=O)[O-])ccc1Cl	98	98	?
Cc1onc(-c2c(Cl)cccc2Cl)c1C(=O)c1ccccc1	106	106	?
Cc1nn(-c2ccccc2)nc1C(=O)c1c(C)[nH]n(-c2ccccc2)c1=O	99	102	?
CCc1ccn2cc(-c3cc(-c4ccccc4)no3)nc2c1	102	101	?
Cc1cccc(N2CCN(CC(O)COc3ccc(Cl)cc3)CC2)c1 (stereo unspecified)	96	91	?
CC(C)(CN1CCC(Cc2ccccc2)CC1)NS(=O)(=O)c1ccccc1	99	102	?
CCOC(=O)c1cc(-c2csc(-c3cccc(Cl)c3)n2)on1	103	102	?
CC(C)(C)C(=O)Nc1nc(NC(=O)C(C)(C)C)nc(-c2ccccc2Cl)n1	98	95	?
O=C(NCc1csc(-c2cccs2)n1)c1ccccc1	98	92	?
NC(=O)CC(NC(=O)Cc1cccc2ccccc12)c1ccc(N2CCN(c3ccc(F)cc3)CC2)c([N+](=O)[O-])c1 (stereo unspecified)	99	94	?
COc1ccccc1/C=C/C=N/NC(=O)CCn1cnc2ccccc21	92	90	?
Cc1nc(/C(N)=N/OC(=O)c2c(-c3ccccc3Cl)noc2C)cs1	99	101	?
COCCCn1c(=O)/c(=C\c2ccc(OC(F)F)c(OC)c2)s/c1=C(/C#N)C(=O)NCCOC	102	105	?
O=C(NCc1ccc(-c2csnn2)cc1)C1CC1	98	102	?
C=CCNC(=O)O/N=C/c1csc([N+](=O)[O-])c1	98	92	?
O=C(Nc1cccc(Cl)c1)Nc1csc([N+](=O)[O-])c1	95	89	?
O=C(NNc1ccc(F)cc1)c1c(F)cccc1Cl	101	100	?
Cc1cc(NNC(=O)Nc2cccc(Cl)c2)nc2c1c(C)nn2C	101	101	?
C=CCCN(Cc1ccccc1)S(=O)(=O)c1ccccc1Br	107	120	?
O=C(CN1C(=O)C2C3C=CC(C3)C2C1=O)Nc1ccc(S(=O)(=O)Nc2nccs2)cc1 (stereo unspecified)	94	96	?
Cc1nc(-c2noc(-c3ccccc3Cl)n2)c(C(F)(F)F)o1	101	99	?
O=C1OCC2OC(O)C(O)C(O)C2OC(=O)c2cc(O)c(O)c(O)c2-c2c(O)c(O)c3oc(=O)c4c(c(O)c(O)c5oc(=O)c2c3c54)-c2c1cc(O)c(O)c2O (stereo unspecified)	36*	48*	?
NC(=O)N/N=C/c1sc(=O)n(-c2ccccc2)c1Cl	94	90	?
CCC1(C)Cc2c(sc3nc(SCC(=O)c4ccccc4)[nH]c(=O)c23)CO1 (stereo unspecified)	100	102	?
COCCNC(=O)C(=O)NCC1OCCN1S(=O)(=O)c1ccc2c(c1)OCCO2 (stereo unspecified)	99	100	?
Cc1cc(O)c(-c2cc(C(=O)Nc3sc4c(c3C(=O)NCc3ccco3)CCC4)[nH]n2)cc1C	90	96	?
O=C(CSc1nnc(-c2ccccc2)n1-c1ccc(Cl)cc1)N/N=C/c1ccccc1C(=O)O	101	98	?
Cc1cc(C)n2nc(C(=O)N/N=C/c3cn(C)nc3C)nc2n1	103	102	?
CCOc1ccc(/C=N/NC(=O)Cc2cccs2)cc1	102	102	?
CN1CCN(NC(=O)c2cccc(C(F)(F)F)c2)CC1	103	102	?
CN1Cc2c(N3CCOCC3)nc3sc(C#N)c(N)c3c2CC1(C)C	105	108	?
Cc1ccc(OCC(=O)Nc2nnc(-c3ccco3)s2)cc1	103	102	?
N#CC1=C(N)Nc2ncnn2C1c1ccc([N+](=O)[O-])cc1 (stereo unspecified)	100	104	?
COc1ccc(-c2nnc(SCC(C)C)o2)cc1	105	105	?
CCN(CC)c1ccc(/C=N/N2CCN(c3ccccn3)CC2)cc1	99	99	?
O=C(Nc1ccc2ccccc2c1)c1cccc(F)c1	108	109	?
Fc1ccc(NC(=S)N2CCCN(c3ccc(C(F)(F)F)cn3)CC2)c(F)c1	99	98	?
CCc1nnc(NS(=O)(=O)c2ccc(NC(=O)c3ccccc3)cc2)s1	102	103	?
O=C(NNC(=S)NC(=O)c1cccnc1)c1ccc(F)cc1	95	93	?
Cc1ccc(OCc2ccc(C(=O)NN)o2)c([N+](=O)[O-])c1	99	101	?
COc1c(Br)cc([N+](=O)[O-])c(OC)c1C(=O)NC(=O)Nc1c(Cl)cccc1Cl	101	106	?
CCOc1ccc(/C(O)=C2/C(=O)C(=O)N(CCN(CC)CC)C2c2cccs2)cc1 (stereo unspecified)	100	102	?
COc1ccc(N=C2O/C(=C/c3sc(=S)n(CC4CCCO4)c3O)N=C2C#N)cc1 (stereo unspecified)	96	92	nt
Cc1ccc(C)c(N2CCN(C(=O)C3CCN(S(=O)(=O)c4c(C)noc4C)CC3)CC2)c1	104	106	?
Nc1nnn(CC(=O)N/N=C/C=C/c2ccccc2)n1	100	106	?
COc1ccc(Cc2c3cc(OC)c(OC)cc3cc[n+]2C)cc1OC	97	106	?
CC1(C)Cc2nc3sc(C(=O)NCCCO)c(N)c3cc2CO1	105	112	?

Shown bar-delimited: part of the list above
SMILES | RGS8-Gao reg | RGS4-Gao reg | RGS7-Gao
Cc1ccc(OCc2ccc(C(=O)NN)o2)c([N+](=O)[O-])c1 | 99 | 101 | ?
CN1Cc2c(N3CCOCC3)nc3sc(C#N)c(N)c3c2CC1(C)C | 105 | 108 | ?
